M1 ag: human M1 muscarinic receptor agonists, primary screen, Fluo-8 calcium fluorescence, CHO-K1 cells, HTS; Muscarinic acetylcholine receptor M1 (Homo sapiens), P11229; 360,000 tested, 0.33% active; AID 588814, 2011; CHO-K1 hM1, agonist mode; 0% DMSO, 100% acetylcholine EC100; activation, % at 3 µM;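 active = activation above the run's mean compound activation plus 3 SD, cut at about 16% in these data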;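 note: peak over basal fluorescence ratio within a 140 s kinetic read after compound addition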
OXTR agonist: human OXTR agonists, primary screen, fluorescence, CHO-OTR cells, Fluo-8 calcium. Oxytocin receptor (Homo sapiens), P30559. Fluo-8 calcium fluorescence; normalized: DMSO 0%, oxytocin 100%. activation, % at 3 µM. 320,000 tested, 0.32% active. AID 2435, 2010;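 active = activation above the mean of all tested compounds plus 3 SD, cutoff set per screening run, cut at about 20% in these data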;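 note: peak over basal fluorescence ratio from a 100 s FLIPR kinetic read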
Target sequence (P30559 whole entry, looked up): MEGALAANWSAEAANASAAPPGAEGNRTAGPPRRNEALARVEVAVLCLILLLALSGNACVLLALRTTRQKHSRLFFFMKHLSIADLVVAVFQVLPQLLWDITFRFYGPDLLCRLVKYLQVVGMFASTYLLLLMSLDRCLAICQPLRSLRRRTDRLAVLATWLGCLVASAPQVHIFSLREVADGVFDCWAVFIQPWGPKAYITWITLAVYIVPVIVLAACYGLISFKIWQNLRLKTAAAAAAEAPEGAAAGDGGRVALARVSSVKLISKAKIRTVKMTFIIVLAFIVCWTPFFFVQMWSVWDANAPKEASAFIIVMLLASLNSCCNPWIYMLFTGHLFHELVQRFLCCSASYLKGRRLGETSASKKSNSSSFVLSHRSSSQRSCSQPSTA
TAAR1 antag: human TAAR1 antagonists, primary screen, Fluo-8 calcium fluorescence, CHO RD-HGA16 cells; Trace amine-associated receptor 1 (Homo sapiens), Q96RJ0; antagonist; inhibition, % at 3 µM; 360,000 tested, 1.5% active; AID 624466, 2012;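 active = inhibition above a per-plate cutoff, the mean inhibition of test compounds on that plate plus 3 SD, cut at about 49% in these data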;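 note: 0% = DMSO plus EC80 beta-PEA response and 100% = DMSO alone without agonist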
Target sequence (Q96RJ0 whole entry, looked up): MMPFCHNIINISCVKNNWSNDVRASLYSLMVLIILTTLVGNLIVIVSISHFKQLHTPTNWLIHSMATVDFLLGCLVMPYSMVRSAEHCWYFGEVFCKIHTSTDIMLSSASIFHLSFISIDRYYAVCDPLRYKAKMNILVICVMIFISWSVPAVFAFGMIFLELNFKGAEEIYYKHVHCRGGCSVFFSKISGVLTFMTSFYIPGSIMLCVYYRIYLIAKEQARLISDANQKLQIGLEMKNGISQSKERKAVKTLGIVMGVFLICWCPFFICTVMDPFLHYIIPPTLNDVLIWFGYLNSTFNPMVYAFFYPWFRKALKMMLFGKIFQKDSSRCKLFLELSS
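Test system – hTAAR1-expressing CHO RD-HGA16 cells, Gα16-coupled · Also added – β-PEA at EC80 concentration, post-compound challenge · Compound – 3 µM, single point · Incubation – dye loading 75 min at 37 °C, then 30 min room temperature · Measured by – Fluo-8 intracellular calcium dye fluorescence, real-time kinetic reads · Benchmarks – vehicle and agonist controls · Replicates – singlicate, one well per test compound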
TAAR1 agonist: human TAAR1 agonists, primary screen, Fluo-8 calcium fluorescence, CHO RD-HGA16 cells | Trace amine-associated receptor 1 (Homo sapiens), Q96RJ0 | vehicle wells 0%, saturating PEA agonist 100% | activation, % at 3 µM | 360,000 tested, 0.99% active;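 active = activation above the mean activation of all test compounds in the run plus 3 SD, cut at about 38% in these data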
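System: CHO-derived RD-HGA16 cells with stable Gα16 and human TAAR1. Times: 17-24 h plating, Fluo-8 75 min 37 °C, 30 min RT. Measured by: calcium-sensitive Fluo-8 signal, excitation 470-495, emission 515-575 nm. Read-out basis: % activation relative to PEA EC100 response. Control set: DMSO and PEA EC100. Repeats: no replicates (n 1).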
CHRM1 PAM: human M1 muscarinic receptor positive allosteric modulators, primary screen, CHO-K1 cells, Fluo-8 calcium fluorescence, 1536-well | Muscarinic acetylcholine receptor M1 (Homo sapiens), P11229 | CHO-K1 hM1, ACh EC20; 0% = ACh EC20, 100% = maximal ACh | activation, % at 3 µM | 360,000 tested, 0.088% active; in the data active = activation above about 19%, passing the limit was not always enough
CHO parental Ca: ATP-evoked calcium signal inhibitors, parental CHO, primary screen, counter-screen for OX1R antagonist project, cell-based, fluorescence, Fluo-8 calcium dye | inhibition, % at 5.6 µM | 330,000 tested, 0.63% active | parental CHO-K1, ATP-induced calcium, Fluo-8 fluorescence;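 active = inhibition above that plate's mean sample inhibition plus 3 SD, cut at about 26% in these data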;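 note: 0% = ATP-challenged DMSO wells and 100% = DMSO wells without ATP; some compounds past the cut are filed as inactive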
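Assay system: untransfected parental CHO cell line. Also added: ATP agonist challenge. Dosing: one dose, 5.6 µM nominal. Measured by: Fluo-8 fluorescence. Read-out: % inhibition. Benchmarks: ATP wells versus no-ATP DMSO wells. Repeats: no replicates.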
OXTR potentiator: human OXTR potentiators, primary screen, fluorescence, CHO-OTR cells, Fluo-8 calcium. Fluo-8 calcium fluorescence, potentiator mode; 0% = oxytocin EC15, 100% = EC100. activation, % at 3 µM. AID 2445, 2010. 320,000 tested, 0.061% active;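 active = activation above that plate's cutoff, the mean activation of tested compounds plus 3 SD, cut at about 6.6% in these data, passing the limit was not always enough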;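 note: 100% uses oxytocin at 75 nM as the full agonist control; some results filed as inactive read as strong as hits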
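assay system = CHO-OTR cells, human receptor | schedule = compound 6 min at room temperature before oxytocin, 100 s read | detection = Fluo-8 intracellular calcium fluorescence, ex 470-495, em 515-575 nm | evaluation = normalized max/min fluorescence ratio, % activation | control set = EC15 oxytocin alone as 0%, 75 nM oxytocin (EC100) as 100%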
V1R ag counter: agonists of human V1a receptor, primary screen, counter-screen for OXTR agonist project, fluorescence, CHO-V1R cells; 320,000 tested, 0.25% active; activation, % at 3 µM; Vasopressin V1a receptor (Homo sapiens), P37288; Fluo-8 calcium fluorescence, agonist mode; 0% DMSO, 100% 3 nM vasopressin;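 active = activation above the mean activation of all tested compounds plus 3 SD, per screening run, cut at about 20% in these data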;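 note: signal is peak over basal fluorescence ratio across a 100 second FLIPR read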
M1 antag: human M1 muscarinic receptor antagonists, primary screen, CHO-K1 cells, Fluo-8 calcium fluorescence, 1536-well; 360,000 tested, 1.3% active; inhibition, % at 3 µM; Muscarinic acetylcholine receptor M1 (Homo sapiens), P11229; CHO-K1 hM1, ACh EC80 antagonist; AID 588852, 2011;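 active = percent inhibition above its own plate's cutoff, namely the mean of that plate's compound wells plus 3 SD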;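 note: peak over basal fluorescence ratio during 140 s after agonist addition; 0% = ACh EC80 plus DMSO and 100% = DMSO alone without agonist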
An asterisk follows results filed as active.

For CC1CC(C)CN(CCCNC(=O)CN2C(=O)CSc3ccc(S(=O)(=O)N4CCOCC4)cc32)C1 (configuration not stated) the results were M1 ag -6, OXTR agonist 0.9, TAAR1 antag -14, TAAR1 agonist 0, CHRM1 PAM -5, CHO parental Ca -17, OXTR potentiator -5, V1R ag counter 0.7 and M1 antag 12.
Screening COc1ccc(S(=O)(=O)NCC(=O)N(CC(=O)NCc2ccco2)Cc2ccc(F)cc2)cc1 returned M1 ag -4, OXTR agonist 1.5, TAAR1 antag -4, TAAR1 agonist 5, CHRM1 PAM 3, CHO parental Ca -13, OXTR potentiator -7, V1R ag counter 1.1 and M1 antag -3.
Screening CCN1C(=O)c2cccc3c(S(=O)(=O)Nc4ccc(OC)cc4OC)ccc1c23 returned M1 ag -3, OXTR agonist 8.0, TAAR1 antag 5, TAAR1 agonist 2, CHRM1 PAM 3, CHO parental Ca -12, OXTR potentiator -8, V1R ag counter 7.3 and M1 antag -1.
For Cc1ccc(C(=O)CCC(=O)NCc2ccc(Cl)cc2)cc1 the results were M1 ag -7, OXTR agonist -2.5, TAAR1 antag -24, TAAR1 agonist -2, CHRM1 PAM 6, CHO parental Ca -6, OXTR potentiator 0, V1R ag counter -0.2 and M1 antag -5.
`Cc1ccc(/C=N/NC(=O)NC23CC4CC(CC(C4)C2)C3)o1` gave M1 ag 4, OXTR agonist -2.6, TAAR1 antag -10, TAAR1 agonist 1, CHRM1 PAM 6, CHO parental Ca -23, OXTR potentiator -16, V1R ag counter -1.9 and M1 antag -10.
Screening O=C(COC(=O)CSc1ccc([N+](=O)[O-])cc1)NCc1ccco1 returned M1 ag -3, OXTR agonist -0.1, TAAR1 antag 16, TAAR1 agonist 2, CHRM1 PAM 4, CHO parental Ca 2, OXTR potentiator -9, V1R ag counter 0.0 and M1 antag -1.
`CC(C)c1ccc(/C=C2\NC(=S)N(Cc3cccnc3)C2=O)cc1` gave M1 ag -1, OXTR agonist -0.9, TAAR1 antag -10, TAAR1 agonist 10, CHRM1 PAM -2, CHO parental Ca -16, OXTR potentiator -11, V1R ag counter 2.0 and M1 antag 0.
For CCCC(=O)OC(C(=O)Nc1cc(C(F)(F)F)ccc1Cl)c1ccccc1 (configuration not stated) the results were M1 ag -9, OXTR agonist 0.2, TAAR1 antag 8, TAAR1 agonist 4, CHRM1 PAM 6, CHO parental Ca -40, OXTR potentiator -7, V1R ag counter 1.5 and M1 antag -2.
For CCn1c(C)cc(/C=C2/SC(=S)N(CC(=O)O)C2=O)c1C the results were M1 ag -1, OXTR agonist 3.2, TAAR1 antag 7, TAAR1 agonist 6, CHRM1 PAM 6, CHO parental Ca -4, OXTR potentiator -15, V1R ag counter 3.4 and M1 antag 0.
For CCOc1ccc(N/C=C/C(=O)c2cc(OC)c(OC)c(OC)c2)cc1 the results were M1 ag -4, OXTR agonist -2.2, TAAR1 antag -4, TAAR1 agonist -1, CHRM1 PAM 9, CHO parental Ca -25, OXTR potentiator -8, V1R ag counter -0.5 and M1 antag -14.
For CCc1nc(N2CCCCC2C)c2oc3ccccc3c2n1 (configuration not stated) the results were M1 ag -3, OXTR agonist 0.7, TAAR1 antag -41, TAAR1 agonist 36, CHRM1 PAM -2, CHO parental Ca -40, OXTR potentiator 4, V1R ag counter 0.1 and M1 antag 1.
Screening COc1ccc(CNS(=O)(=O)NCc2ccccc2)cc1OC returned M1 ag -5, OXTR agonist 1.4, TAAR1 antag 7, TAAR1 agonist 3, CHRM1 PAM 5, CHO parental Ca -5, OXTR potentiator -10, V1R ag counter 3.5 and M1 antag 0.
For CCc1ccc(NC2=CC(=O)CC(c3ccco3)C2)cc1 (configuration not stated) the results were M1 ag -3, OXTR agonist 2.8, TAAR1 antag -16, TAAR1 agonist 9, CHRM1 PAM -6, CHO parental Ca -5, OXTR potentiator -7, V1R ag counter 0.2 and M1 antag 18.
`CC(OC(=O)c1ccncc1)C(=O)Nc1ccc([N+](=O)[O-])cc1Cl` (configuration not stated) gave M1 ag -4, OXTR agonist 2.2, TAAR1 antag -4, TAAR1 agonist 9, CHRM1 PAM 6, CHO parental Ca -13, OXTR potentiator -5, V1R ag counter 0.9 and M1 antag 6.
Screening O=C(CC1SC(=Nc2ccccc2)N(CCc2ccccn2)C1=O)Nc1ccc(F)cc1 (configuration not stated) returned M1 ag 0, OXTR agonist 1.9, TAAR1 antag 17, TAAR1 agonist 10, CHRM1 PAM 9, CHO parental Ca -18, OXTR potentiator -13, V1R ag counter 3.5 and M1 antag -3.
Screening O=C(COC(=O)c1c(Cl)cccc1Cl)Nc1cc(Cl)ccc1Oc1ccccc1 returned M1 ag -4, OXTR agonist 1.7, TAAR1 antag -22, TAAR1 agonist -1, CHRM1 PAM 1, CHO parental Ca -5, OXTR potentiator -18, V1R ag counter 2.1 and M1 antag -6.
`COCc1c(C(=O)N(C)Cc2ccccc2N2CCCC2)oc2ccccc12` gave M1 ag -6, TAAR1 antag 6, TAAR1 agonist -3, CHRM1 PAM -1 and M1 antag -4.
For CCN1CC(CN(C)Cc2nc(-c3ccc(Cl)cc3)no2)CC1=O (configuration not stated) the results were M1 ag 0, OXTR agonist 5.2, TAAR1 antag -16, TAAR1 agonist 0, CHRM1 PAM 4, CHO parental Ca -18, OXTR potentiator -19, V1R ag counter 6.2 and M1 antag -7.
Cn1ncc2c(N3CCN(c4ccccc4F)CC3)ncnc21 was read as M1 ag 1, OXTR agonist 3.8, TAAR1 antag 14, TAAR1 agonist 6, CHRM1 PAM 2, CHO parental Ca -12, OXTR potentiator -5, V1R ag counter 4.3 and M1 antag -3.
`O=C(Cc1cccs1)Nc1cccnc1` gave M1 ag -6, OXTR agonist -0.6, TAAR1 antag 3, TAAR1 agonist 1, CHRM1 PAM -10, CHO parental Ca -7, OXTR potentiator -2, V1R ag counter -1.0 and M1 antag 3.
`O=C(N[C@@H](Cc1ccccc1)C(=O)OCc1ccccc1)c1nc[nH]c1C(=O)NC1CCNCC1` gave M1 ag -5, OXTR agonist 0.5, TAAR1 antag -17, TAAR1 agonist 11, CHRM1 PAM 8, CHO parental Ca -5, OXTR potentiator -5, V1R ag counter 0.6 and M1 antag -2.
Screening CC(c1ccccc1)C1CC(=O)N(c2cc(Cl)ccn2)C1=O (configuration not stated) returned M1 ag -4, OXTR agonist -0.3, TAAR1 antag 9, TAAR1 agonist 0, CHRM1 PAM 7, CHO parental Ca -9, OXTR potentiator -6, V1R ag counter -0.7 and M1 antag -6.
O=C(NCc1ccco1)C1CCCN1C(=O)Nc1ccc(Cl)cc1 (configuration not stated) was read as M1 ag -4, OXTR agonist -2.5, TAAR1 antag -7, TAAR1 agonist 5, CHRM1 PAM 6, CHO parental Ca -12, OXTR potentiator -14, V1R ag counter 3.1 and M1 antag -12.
Screening CC(C)Nc1ncnc2c1ncn2[C@H]1CN(CCN2CCOCC2)C[C@@H](CO)O1 returned M1 ag 1, TAAR1 antag -10, TAAR1 agonist 0, CHRM1 PAM 19 and M1 antag -14.
Cc1ccc(-c2c(C(=O)NCc3ccccc3)oc(=O)c3ccccc23)cc1 was read as M1 ag -6, OXTR agonist -2.8, TAAR1 antag -15, TAAR1 agonist 1, CHRM1 PAM -3, CHO parental Ca -35, OXTR potentiator -2, V1R ag counter -0.9 and M1 antag 10.
For COc1ccc(-c2cc(CNC(=O)CCl)on2)cc1 the results were M1 ag -4, OXTR agonist 0.7, TAAR1 antag -15, TAAR1 agonist 3, CHRM1 PAM 6, CHO parental Ca -12, OXTR potentiator -7, V1R ag counter 1.2 and M1 antag -3.
Cc1ccccc1CN1CCN(S(=O)(=O)c2ccc(Cl)s2)CC1 was read as M1 ag 0, OXTR agonist 0.1, TAAR1 antag -5, TAAR1 agonist -1, CHRM1 PAM 11, CHO parental Ca -11, OXTR potentiator -14, V1R ag counter 1.6 and M1 antag -7.
`Cc1nn(-c2ccccc2)c(C)c1/C=N/NC(=O)CSc1nnc(SCc2cccc3ccccc23)s1` gave M1 ag -3, OXTR agonist 1.0, TAAR1 antag -4, TAAR1 agonist 5, CHRM1 PAM -4, CHO parental Ca -19, OXTR potentiator -3, V1R ag counter -0.3 and M1 antag 2.
Brc1ccc(C[n+]2ccccc2)cc1 was read as M1 ag -12, OXTR agonist 0.4, TAAR1 antag 2, TAAR1 agonist 7, CHRM1 PAM -2, CHO parental Ca -10, OXTR potentiator 4, V1R ag counter -0.6 and M1 antag 8.

An excerpt from above in order of molar mass, low to high.
`O=C(Cc1cccs1)Nc1cccnc1` gave M1 ag -6, OXTR agonist -0.6, TAAR1 antag 3, TAAR1 agonist 1, CHRM1 PAM -10, CHO parental Ca -7, OXTR potentiator -2, V1R ag counter -1.0 and M1 antag 3.
For CCc1ccc(NC2=CC(=O)CC(c3ccco3)C2)cc1 (configuration not stated) the results were M1 ag -3, OXTR agonist 2.8, TAAR1 antag -16, TAAR1 agonist 9, CHRM1 PAM -6, CHO parental Ca -5, OXTR potentiator -7, V1R ag counter 0.2 and M1 antag 18.
Screening COc1ccc(CNS(=O)(=O)NCc2ccccc2)cc1OC returned M1 ag -5, OXTR agonist 1.4, TAAR1 antag 7, TAAR1 agonist 3, CHRM1 PAM 5, CHO parental Ca -5, OXTR potentiator -10, V1R ag counter 3.5 and M1 antag 0.
`CC(C)c1ccc(/C=C2\NC(=S)N(Cc3cccnc3)C2=O)cc1` gave M1 ag -1, OXTR agonist -0.9, TAAR1 antag -10, TAAR1 agonist 10, CHRM1 PAM -2, CHO parental Ca -16, OXTR potentiator -11, V1R ag counter 2.0 and M1 antag 0.

Bioassay records from PubChem BioAssay.
